Bioassay records: PubChem, National Center for Advancing Translational Sciences (NCATS)
GLP1R cytotox – cytotoxicity in counter-screen for GLP-1R inverse agonists; HEK293 cAMP-luciferase reporter cells, luminescence, 24 h; Potency, µM (titrated, usually from 38.3 µM), inactives show at the top dose activity change, negative = inhibition, usual class: inhibitors; actives 0.13% (n = 410,000); AID 624418;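 also: loss of luciferase light is scored as toxicity; % is scaled to controls: 0 for no effect and ±100 for the full control effect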
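Quantitative HTS format, 1536 wells, 200 cells/uL seeded. Compounds: 23 nL, 24 h, 37 °C. Detection: luciferase reagent, luminescence at 12 min RT; decreased signal taken as cytotoxic.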
SW480 rereplic – inducers of DNA re-replication in SW480 colon cancer cells; SW480 DNA re-replication, Hoechst DNA content imaging, 48 h; Potency, µM (highest dose often 46.1 µM), without a hit: top-dose re-replication activation, hits mostly activators; actives 1.8% (n = 340,000); also: % of control where 0% means no effect; nearly all actives have a fitted effect of over 55% in size
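First, 250 cells per well were seeded. Next, compound or vehicle (23 nL) was pinned in, plates sat 48 hr at 37 C. Finally Hoechst was added for 40 min before fluorescence scanning.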
TDP43 rescue – inhibitors of TDP-43 toxicity in yeast | TDP-43 expressing yeast growth rescue, BacTiter-Glo, 24 h | Potency, µM (doses to about 46.1 µM), for inactives: at the top dose growth rescue (activation), hits mostly activators | actives 1.8% (n = 410,000) | AID 652104; also: % of control where 0% means no effect; nearly all actives have a fitted effect of over 50% in size
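In this qHTS, compounds that restore growth of yeast expressing TDP-43 appear as activators. Cells (OD600=0.02, galactose medium, raffinose-pregrown) are incubated with compound 24 hr at 30 deg C and growth is quantified by BacTiter-Glo.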
HT1080-NT tox – kills 2HG-producing HT-1080-NT fibrosarcoma cells; HT-1080-NT fibrosarcoma viability, CellTiter-Glo ATP luminescence, 48 h; Potency, µM (highest dose often 46.1 µM), for inactives: top-dose activity, negative = less viability, actives largely listed as cytotoxic; actives 1.6% (n = 360,000);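 also: NT is the 2HG producing partner of a matched IDH1 knockdown line; 0% = DMSO-treated cells and -100% = media-only wells without cells; nearly all actives have a fitted effect of over 55% in size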
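Luminescent CellTiter-Glo readout after 48 hours of compound exposure at 37 degrees C defined viability of HT-1080-NT cells. Activity was normalized to DMSO wells and cell-free media wells; concentration-response curves were fitted and assigned curve classes.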
HT1080 IDH1KD tx – HT-1080 IDH1 knockdown cell toxicity (counter line); HT-1080 IDH1 knockdown viability, ATP luminescence, 48 h; Potency, µM (doses to about 46.1 µM), for inactives: at the highest dose activity, negative = toxicity, actives largely listed as cytotoxic; actives 2% (n = 360,000); AID 686971;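 also: 0% = DMSO wells and -100% = cell-free medium wells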
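After a 2 h attachment period, IDH1KD HT-1080 cells took pin-transferred compound for 48 h at 37 °C; ATP-based luminescence after 10 min room-temperature reagent incubation reported viability.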
GLP1R inv ag – GLP-1 receptor (human) inverse agonism. P43220. Potency, µM (titrated, usually from 38.3 µM), inactives show at the top dose activity change, negative = inhibition, hits mostly inhibitors. actives 1.6% (n = 410,000). HEK293 GLP-1R CRE-luciferase, luminescence, 24 h; GLP-1R form is constitutively active; also: % is scaled to controls: 0 for no effect and ±100 for the full control effect; nearly all actives have a fitted effect of over 55% in size
Target sequence (P43220 whole entry, looked up): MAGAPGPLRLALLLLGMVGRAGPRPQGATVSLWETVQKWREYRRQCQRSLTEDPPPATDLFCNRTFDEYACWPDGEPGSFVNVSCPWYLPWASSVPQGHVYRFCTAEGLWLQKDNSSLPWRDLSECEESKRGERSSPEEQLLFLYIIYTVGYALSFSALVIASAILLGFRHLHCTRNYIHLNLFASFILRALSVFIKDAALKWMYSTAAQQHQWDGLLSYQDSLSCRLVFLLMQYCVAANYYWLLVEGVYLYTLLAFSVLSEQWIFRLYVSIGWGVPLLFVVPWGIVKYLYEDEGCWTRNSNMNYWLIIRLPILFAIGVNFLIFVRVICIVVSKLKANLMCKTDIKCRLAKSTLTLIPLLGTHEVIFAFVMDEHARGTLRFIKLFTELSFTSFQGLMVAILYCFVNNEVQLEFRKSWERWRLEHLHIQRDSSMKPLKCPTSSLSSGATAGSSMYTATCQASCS
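Inverse agonism was detected as reduced cAMP-driven luciferase luminescence after 24 h compound treatment. The cells were HEK293 clones expressing constitutively active human GLP-1R with the reporter. Reporter-only and GPR119 cell lines served as counterscreen controls.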
KB-V1 cytotox – KB-V1 MDR subline cytotoxicity. KB-V1 MDR cells viability, CellTiter-Glo, 72 h. Potency, µM (highest dose often 46.1 µM), inactives show top-dose activity change, negative = cytotoxicity, actives largely listed as cytotoxic. actives 3.4% (n = 400,000); also: % is scaled to controls: 0 for no effect and ±100 for the full control effect; nearly all actives have a fitted effect of over 60% in size
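Cytotoxicity via CellTiter-Glo luminescence after 72 h compound exposure at 37 degrees C. Cells: drug-selected KB-V1 line, DMEM phenol-red free plus 10% FBS. Compounds tested at multiple concentrations; normalized data fitted to concentration-effect curves.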
KB-3-1 tox – kills parental KB-3-1 adenocarcinoma cells; AID 1347075; KB-3-1 viability, CellTiter-Glo ATP luminescence, 72 h; actives 1.4% (n = 400,000); Potency, µM (titrated, usually from 46.1 µM), for inactives: at the highest dose activity change, negative = cytotoxic, usual class: cytotoxic; also: % is scaled to controls: 0 for no effect and ±100 for the full control effect; nearly all actives have a fitted effect of over 60% in size
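Cells are dispensed, compounds pinned in, plates held at 37 °C for 72 h, then CellTiter-Glo is added and luminescence read after 10 minutes. Cell line: parental KB-3-1 in phenol-red-free DMEM, 10% FBS.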
GLP1R ag – GLP-1 receptor (human) agonism; actives 0.007% (n = 380,000); HEK293 GLP-1R CRE-luciferase, luminescence, 4-6 h; cells express a hypersensitive GLP-1R form; Potency, µM (series often up to 45.6 µM), without a hit: at the top dose activation, actives largely listed as activators; AID 624172; P43220; also: % of control where 0% means no effect
An asterisk follows results filed as active; ? = inconclusive; . = not tested or not shown; [ ] = another dose, or the depositor's remark. Calls follow the shape of the dose curve; as a rule, active = well fitted curve in the direction sought with a large enough effect; inconclusive = small, poorly fitted or top-dose-only effect, or another doubt; inactive = no such curve, though single readings can be large; an effect the other way counts as inactive or inconclusive. Potency is read from the fitted curve at half-maximal effect.

SMILES	GLP1R cytotox	SW480 rereplic	TDP43 rescue	HT1080-NT tox	HT1080 IDH1KD tx	GLP1R inv ag	KB-V1 cytotox	KB-3-1 tox	GLP1R ag
O=C(CN(Cc1ccc(F)cc1)S(=O)(=O)c1ccccc1)N1CCCCC1	-46%	-4%	5%	0%	0%	-34%	?	-5%	9%
O=C(CNC(=O)c1cccs1)NCC(=O)OCC(=O)c1ccccc1	5%	-9%	2%	8%	0%	7%	21%	27%	-3%
CC(=O)c1nnn(-c2c(F)cccc2F)c1C	3%	-8%	5%	4%	2%	14%	19%	-3%	-2%
CNc1nc(Nc2ccc([N+](=O)[O-])cc2)nc(OCC(F)(F)F)n1	-6%	21%	22%	1%	3%	74%[activator]	?	?	0%
CN(C)c1nc(N)nc(CSc2nnnn2-c2cccc3ccccc23)n1	-36%	8%	0%	?	?	0%	6.5µM*	?	13%
Cn1c(=O)n(CC(=O)OCc2ccccc2)c(=O)c2c1nc1n2CCCN1C1CCCCC1	11%	4%	-2%	1%	-3%	?	?	-23%	18%
COc1cc2ccccc2cc1C(=O)N(CCN(C)C)c1nc2ccc(Br)cc2s1	-3%	23µM*	3%	?	?	?	?	?	3%
CCN(CC)c1ccc(C=NCCc2ccc(S(N)(=O)=O)cc2)cc1	-13%	-1%	3%	14%	7%	4%	13%	1%	-1%
O=C(NC1CCCCCCC1)c1c(Cl)cccc1Cl	1%	-3%	13%	-1%	4%	-10%	3%	5%	-6%
CC(Oc1ccccc1)C(=O)NC1=NCCS1 (centres undefined)	9%	-6%	-15%	4%	-1%	-6%	-6%	2%	-1%
O=C(N/N=C/c1ccc(OC(F)F)cc1)C1=COCCO1	-1%	-7%	-17%[0.397 µM]	-17%	-3%	?	-22%	-7%	6%
CCCNC(=S)NC1CC2CCCC(C1)N2CC(C)C (centres undefined)	-13%	21µM*	-21%	7%	2%	0%	1%	-1%	-9%
O=C(Oc1cccc(OC(=O)c2ccco2)c1)c1ccco1	-15%	-4%	4%	-5%	0%	-1%	6%	1%	-7%
O=C1C(O)CCN1C1CCCCC1 (centres undefined)	-2%	4%	2%	2%	1%	7%	-2%	0%	-1%
Cc1cccc(C)c1NC(=O)NCCc1c[nH]c2ccccc12	6%	.	16%	.	.	-30%	?	5%	.
COc1cc(/C=N/Nc2nc(C)cc(=O)[nH]2)ccc1O	0%	6%	14%	2%	3%	3%	?	10%	-6%
O=C(CSc1ccccc1)NNC(=O)c1ccccc1O	-5%	?	-1%	-13%	?	7%	-2%	-7%	-2%
C#Cc1cccc(Nc2nc(NCc3ccccc3)nc3ccsc23)c1	-17%	.	28%	?	?	?	?	-5%	-5%
O=C(NC1CC1)c1ccc2snnc2c1	-1%	6%	-13%	14%	8%	4%	0%	8%	16%
Cc1nn(CC(=O)NC2CCCCC2)c(C)c1[N+](=O)[O-]	-2%	.	4%	-5%	-9%	0%	3%	-1%	-2%
Cc1nc(C(C)NC(=O)c2ccc(OC3CCN(Cc4ccccn4)CC3)cc2)c(C)s1 (centres undefined)	-4%	-10%	3%	7%	9%	-22%	?	15%	-2%
CCC(C)N(C(=O)c1csnn1)C(C(=O)NC1CCCC1)c1ccccc1F (centres undefined)	-5%	-6%	-22%	27%	6%	2%	-5%	-3%	14%
COc1ccc(-n2c(C)nc3c(cnn3-c3ccc(C)c(C)c3)c2=O)cc1Cl	-1%	.	1%	.	.	-3%	-12%	-28%	1%
COc1ccccc1-c1nc(N)n[nH]1	3%	-3%	3%	-2%	0%	-3%	2%	5%	0%
CCOC(=O)CC(=O)CSc1nc(C)nc2c1oc1ccccc12	1%	0%	18%	5%	4%	33%[activator]	2%	16%	24%
CN(Cc1ccccc1)C(=O)c1cccc(NC(=O)C2CCCN(C(=O)OC(C)(C)C)C2)c1 (centres undefined)	5%	-9%	13%	3%	8%	?	1%	1%	14%
CCCN1C(=O)C(Cc2nc3ccccc3c(=O)n2-c2ccc(OC)cc2)c2cc(C)ccc21 (centres undefined)	1%	.	19%	.	.	0%	-5%	-3%	.
CCc1cccc2c(C(=S)N3CCCC3)c[nH]c12	-8%	-14%	29%	1%	-2%	?	-6%	1%	13%
CCCCn1c(N)c(N(CCOC)C(=O)c2cc(-c3ccc(F)cc3)nc3ccccc23)c(=O)[nH]c1=O	-7%	-49%[inhibitor]	-4%	-4%	0%	-15%	-4%	3%	7%
Cc1ccsc1C(=O)NNC(=O)C1CCCCC1C(=O)O (centres undefined)	-1%	1%	17%	26%	20%	63%[activator]	?	0%	-1%
CC1CCC/C(=C\Nc2ccc3c(c2)OCO3)C1=O (centres undefined)	?	4%	-10%	-1%	-7%	-4%	0%	20%	2%
CCOc1ccc(C2N(c3ccc(F)cc3)C(=O)C3CCCN32)cc1OC (centres undefined)	-1%	-1%	1%	3%	0%	3%	?	2%	8%
COc1ccc(CNC(=O)[C@@H](NC(=O)C2CCN(C(=O)[C@@H](N)CC(C)C)CC2)C(C)C)cc1	-16%	-33%[inhibitor]	11%	7%	6%	11%	15%	0%	0%
Cc1nc2ccccc2n1C1CC(=O)N(Cc2ccccc2)C1=O (centres undefined)	2%	-25%	13%	3%	-12%	38%	13%	9%	4%
COc1ccc(N2C(=O)CC(N3CCN(c4ccc(Cl)cc4)CC3)C2=O)cc1 (centres undefined)	-3%	2%	11%	-1%	-5%	-5%	5%	-3%	8%
COC(=O)C(C)NC(=O)c1cn(-c2ccccc2OC)c(=O)c2ccccc12 (centres undefined)	-1%	-9%	11%	9%	3%	1%	28%	4%	-8%
Cc1ccnc(NC(=O)c2c(C)oc3ncn(CC(C)C)c(=O)c23)c1	-18%	.	15%	.	.	27%	12%	0%	.
Cc1cccc(C(=O)N2CCCC(c3nc(-c4ccc(F)cc4)no3)C2)c1 (centres undefined)	-4%	0%	11%	?	-10%	?	-17%	0%	3%
Cc1ccc(SCCC(=O)Nc2ccccc2C(=O)N2CCOCC2)cc1	-1%	-6%	2%	-2%	-3%	0%	23µM*	0%	-7%
COc1ccc(CCn2c(=N)c(C(=O)NC3CCCCC3)cc3c(=O)n4ccccc4nc32)cc1	0%	?	8%	-1%	6%	15%	?	?	-1%
COc1ccc(-c2cc(C(F)(F)F)nc(SCC(=O)N(C)Cc3ccccc3)n2)cc1	1%	.	?	.	.	?	-21%	-29%	-8%
Cc1onc(-c2ccccc2Cl)c1C(=O)N1CCN=C1SCc1cccnc1	-10%	-7%	4%	5%	3%	-9%	-4%	-7%	-7%
CCOC(=O)Cc1csc2nc(-c3ccccc3)nn12	-19%	-7%	19%	1%	5%	11%	1%	0%	0%
Cc1cccc(OCC(=O)N/N=C/c2ccc3c(c2)OCO3)c1	1%	4%	-5%	1%	-1%	11%	8%	10%	1%
Oc1c(C=C2N=c3ccccc3=N2)sc(=S)n1-c1ccccc1	-18%	-13%	0%	0%	14%	-3%	?	6%	-15%
N#CC(C(=O)O)=C1CCCC1	6%	-1%	-6%	13%	18%	-3%	-13%	0%	-3%
CSc1ccc(Cn2c(C)c(C(=O)NCc3cccc(C(F)(F)F)c3)sc2=O)cc1	-3%	.	0%	-18%	-16%	?	?	-12%	0%
Cn1c(COc2ccc(Br)cc2)nnc1SC1CCc2ccccc2C1=O (centres undefined)	?	.	?	-16%	-19%	?	16µM*	?	-13%
COc1cccc(-c2nc(CS(=O)(=O)CC(=O)N3CCN(C)CC3)c(C)o2)c1	-5%	-15%	12%	3%	-3%	7%	-4%	-5%	4%
CCOC(=O)N1CCC(NC(=O)CCc2cn(C)c3ccccc23)CC1	8%	-12%	-6%	3%[9.24 µM]	4%	16%	-5%	9%	2%

(list continues)
SMILES	GLP1R cytotox	SW480 rereplic	TDP43 rescue	HT1080-NT tox	HT1080 IDH1KD tx	GLP1R inv ag	KB-V1 cytotox	KB-3-1 tox	GLP1R ag
C/C=C/c1ccc(OCCCN2C(=O)NC(C)(C)C2=O)c(OC)c1	-3%	-4%	-6%	-23%	-25%	0%	-17%	-10%	21%
Cc1ccsc1/C=N/N1CCN(C2c3ccccc3-c3ccccc32)CC1	-3%	3%	-22%	10%	9%	-20%	?	?	-4%
O=C(NCC1CCCO1)c1cccc(S(=O)(=O)Nc2cccc(C(F)(F)F)c2)c1 (centres undefined)	-2%	6%	-7%	0%	0%	-26%	.	.	3%
CC1(c2nnc(-c3ccc(F)cc3)o2)CC(c2ccc(Cl)cc2)=NO1 (centres undefined)	6%	-1%	2%	15%	12%	15%	-15%	12%	3%
CC(C)CNC(=O)/C(C#N)=C1\N=C(NC(=O)c2ccco2)c2ccccc21	-14%	?	17%	8%	-4%	52%[activator]	-12%	16%	0%
COc1ccc(-c2nnn(CC(=O)N(C3CCCCC3)C(C)C(=O)NC3CCCC3)n2)cc1OC (centres undefined)	0%	-15%	-8%	7%	1%	40%[activator]	2.6µM*	1%	10%
COC(=O)c1cc(S(=O)(=O)NCc2ccc(F)cc2)cn1C	-3%	0%	?	-8%	-2%	7%	0%	0%	-4%

Taken from above.
O=C(NCC1CCCO1)c1cccc(S(=O)(=O)Nc2cccc(C(F)(F)F)c2)c1 (centres undefined) @ SW480 rereplic = 6%
COc1ccc(-c2nnn(CC(=O)N(C3CCCCC3)C(C)C(=O)NC3CCCC3)n2)cc1OC (centres undefined) @ GLP1R ag = 10%
